KCNQ2 inh: KCNQ2 channel blockers in CHO-K1 cells – cell-based, FluxOR thallium flux, B-score, primary screen (AID 2156); O88943; 20 min; hits give low values; B-score at 10 µM; 310,000 compounds, 1.1% hits;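 active means fluorescence ratio B-score at most minus 3 library SDs, with starting brightness B-score within 2 library SDs, cut at about -5.5 in these data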
Target sequence (O88943 whole entry, looked up): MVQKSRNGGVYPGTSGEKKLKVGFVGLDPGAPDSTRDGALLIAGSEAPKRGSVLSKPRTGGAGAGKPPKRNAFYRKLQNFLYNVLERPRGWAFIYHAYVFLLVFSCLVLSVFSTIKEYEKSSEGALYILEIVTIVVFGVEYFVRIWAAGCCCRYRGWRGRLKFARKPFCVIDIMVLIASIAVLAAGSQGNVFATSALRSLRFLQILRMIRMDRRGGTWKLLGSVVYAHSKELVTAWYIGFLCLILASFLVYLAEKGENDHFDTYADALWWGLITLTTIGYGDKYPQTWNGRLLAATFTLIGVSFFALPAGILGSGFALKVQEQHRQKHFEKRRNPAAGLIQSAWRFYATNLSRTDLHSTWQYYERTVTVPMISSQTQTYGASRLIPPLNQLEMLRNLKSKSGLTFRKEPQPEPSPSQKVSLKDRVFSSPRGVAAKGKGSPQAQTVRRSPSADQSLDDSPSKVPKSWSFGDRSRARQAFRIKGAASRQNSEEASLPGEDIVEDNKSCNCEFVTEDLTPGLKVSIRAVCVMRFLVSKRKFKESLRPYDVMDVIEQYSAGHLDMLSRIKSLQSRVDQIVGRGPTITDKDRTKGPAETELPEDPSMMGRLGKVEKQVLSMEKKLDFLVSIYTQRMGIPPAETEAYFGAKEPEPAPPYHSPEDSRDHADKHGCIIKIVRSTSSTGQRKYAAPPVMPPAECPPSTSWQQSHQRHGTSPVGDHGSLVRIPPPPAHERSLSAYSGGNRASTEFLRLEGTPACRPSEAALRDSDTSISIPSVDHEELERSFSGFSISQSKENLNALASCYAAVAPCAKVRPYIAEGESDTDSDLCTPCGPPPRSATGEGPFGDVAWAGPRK
CHT inh: inhibitors of human choline transporter CHT; Q9GZV3; CHT-expressing cells, membrane potential dye, choline response; hits give low values; B-score at 10 µM; 310,000 compounds, 0.86% hits;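 active means B-score over 3 SD under the library average, and starting fluorescence ratio not unusually high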;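 further: choline stimulus applied at its EC90 after an EC20 pre-addition; B-score computed on integrated fluorescence ratio after choline addition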
Numbers without * were called inactive; i = inactive; nt = no result given. This is a random part of the collection. Share with any hit: about 1.9%.

item	KCNQ2 inh	CHT inh	canonical_smiles
1	i	i	O=C(CSc1nnnn1-c1ccc2c(c1)OCCO2)Nc1nc2c(s1)CCCC2
2	i	i	O=C(COc1ccccc1)NCCn1ccc2ccccc21
3	i	i	Cn1c(=O)c2c(nc(SCCN3CCOCC3)n2Cc2ccccc2)n(C)c1=O
4	i	i	CC(C)n1nc(C(=O)OCC(=O)c2c[nH]c3ccccc23)c2ccccc2c1=O
5	i	i	CC1(C)NC(=O)N(CC(O)COC2CCCCC2)C1=O (stereo not given)
6	i	i	CCOc1ccccc1N1CC(C(=O)NCCOc2ccccc2OC)CC1=O (stereo not given)
7	i	i	c1cnc2c(c1)ncc1cscc12
8	-6.9*	nt	CCOC(=O)N1C/C(=C\c2ccccc2)C(=O)/C(=C/c2ccccc2)C1
9	i	i	Cc1ccccc1-c1cc(C(=O)n2cccn2)c2cc(Cl)ccc2n1
10	i	i	COC(=O)CCC(=O)NN1C(=O)c2ccccc2C1=O
11	i	i	Cc1ccc(S(=O)(=O)N/N=C/C(C)(C)CO)cc1
12	i	i	CN(C/C(O)=C(\C#N)c1ccccc1)C1CCCCC1
13	i	i	CC(C)(O)CNC(=O)Nc1ccc(Cl)c(Cl)c1
14	i	i	COc1cccc(CC2(CO)CCCN(Cc3cc(F)ccc3-n3cccn3)C2)c1 (stereo not given)
15	i	i	c1ccc(-c2nnc(N3CCN(c4ccccn4)CC3)c3ccccc23)cc1
16	i	i	OCC1(CC2CCCCO2)CCN(C/C=C/c2ccccc2)CC1 (stereo not given)
17	i	i	O=C(Cc1ccc(F)cc1)Nc1nccs1
18	i	i	COc1ccc2nc(Nc3nc(CSc4ccc(C)cc4)cc(=O)[nH]3)nc(C)c2c1
19	i	i	Cn1nnnc1SCCNCC#Cc1ccccc1
20	i	i	COc1ccc(OC)c(C2Nc3c(Cl)ccc(C(=O)O)c3C3C=CCC32)c1 (stereo not given)
21	i	i	O=C(Cc1ccc(Br)cc1)NCCc1ccc(F)cc1
22	i	i	C/C(=N\NC(=O)c1cccs1)c1ccc2ccccc2c1
23	i	i	CC(C)(C)C(=O)OCCNc1nc(-c2ccccc2)nc2ccccc12
24	i	i	COc1cccc2cc(C(=O)N3CCN(c4ccc(C)cc4C)CC3)c(=O)oc12
25	i	i	C=CCn1c(SCC(=O)Nc2cc(C)c(Cl)cc2OC)nnc1-c1ccco1
26	i	i	O=C(NCc1ccc(F)cc1)c1cc2ccccn2n1
27	i	i	O=C(Nc1nc(-c2cccs2)cs1)c1ccc(Cl)cc1
28	i	i	Cc1cc(=O)c2ccc3ccccc3c2[nH]1
29	i	-19*	N=C1CCCN1CC(=O)c1ccc(Br)cc1
30	i	i	O=C(NC1CCCCC1)c1ccc(CS(=O)Cc2ccc(Cl)cc2)o1 (stereo not given)

Next part (four carried over from the part before).
item	KCNQ2 inh	CHT inh	canonical_smiles
27	i	i	O=C(Nc1nc(-c2cccs2)cs1)c1ccc(Cl)cc1
28	i	i	Cc1cc(=O)c2ccc3ccccc3c2[nH]1
29	i	-19*	N=C1CCCN1CC(=O)c1ccc(Br)cc1
30	i	i	O=C(NC1CCCCC1)c1ccc(CS(=O)Cc2ccc(Cl)cc2)o1 (stereo not given)
31	i	i	CCN(CC)S(=O)(=O)c1cccc(-c2nnc(SCCCC(=O)c3ccc(F)cc3)o2)c1
32	i	i	Cc1nnc2ccc(-c3cccc(NC(=O)Cc4cccs4)c3)nn12
33	i	i	COc1ccc2oc(C(=O)N3CCc4ccccc43)c(C)c2c1
34	i	i	NC(=O)CN1CCN(CCN2C(=O)c3cccc4cccc(c34)C2=O)CC1
35	i	i	CC1N(O)C(C)(C)C(c2ccccc2)=[N+]1[O-] (stereo not given)
36	i	i	CCOC(=O)c1cnn(-c2ccc([N+](=O)[O-])cc2)c1N
37	i	i	O=C(NCCc1cn2ccccc2n1)C1CCCCC1
38	i	i	Cc1cccc(C(=O)NCCC(=O)Nc2ccc(C)c(F)c2)c1
39	i	i	CCn1c(=N)n(CCOc2ccc(OC)cc2)c2ccccc21
40	i	i	O=P(c1ccccc1)(c1ccccc1)c1ccc(O)cc1
41	i	i	O=C(NCc1ccccc1F)C1CCCN(S(=O)(=O)N2CCOCC2)C1 (stereo not given)
42	i	i	O=C(C1CCC1)N1CCc2cc(S(=O)(=O)Nc3ccc4c(c3)OCCO4)ccc21
43	i	i	CCC(C(=O)NCCN1CCOCC1)n1nc(C)n2c(cc3sccc32)c1=O (stereo not given)
44	i	i	O=C(N/N=C/c1ccccc1C(=O)O)c1ccc(COc2cccc3cccnc23)cc1
45	i	i	O=C(Nc1cc(Br)ccc1O)C1CC(c2c(F)cccc2Cl)=NO1 (stereo not given)
46	i	i	COc1ccc(-n2c(N)c(C(=O)NCc3ccco3)sc2=S)cc1
47	i	i	Cc1c(S(=O)(=O)c2ccccn2)c(N)n(Cc2ccccc2)c1C
48	i	i	CCCCSC1(SCCCC)N=C(N)C2(C#N)C(c3ccccc3)NC(C)=CC12C#N (stereo not given)
49	i	i	COc1ccccc1C(=O)Nc1ccc(C(=O)O)cc1
50	i	i	O=C(NC(Cc1c[nH]c2ccccc12)C(=O)Nc1ccc(F)cc1)c1cccs1 (stereo not given)
51	i	i	CC(=O)Cn1c(CN2CCN(C(=O)c3ccco3)CC2)nc2c1c(=O)n(C)c(=O)n2C
52	i	i	Cc1nc(Cl)sc1C(=O)Nc1ccc(Cl)cc1
53	nt	i	CC1CN(S(=O)(=O)c2cccs2)CC(C)O1 (stereo not given)
54	i	i	COc1ccc(-c2nn(-c3ccccc3)cc2C(=O)Nc2nccs2)cc1OC
55	i	i	COc1ccc(C(=O)N/C(=C/c2ccco2)C(=O)N2CCCCCC2)cc1
56	nt	i	CCC1(C)Cc2c(sc3c2c(=O)n(-c2ccccc2)c(=O)n3C)CO1 (stereo not given)
57	i	i	O=C(COC(=O)CCCc1nc2ccccc2s1)NC(=O)NCc1ccco1
58	i	i	CCOC(=O)/C(C#N)=C/C1=C(N2CCOCC2)CC(C)(C)OC1
59	i	i	O=C(c1cccs1)N1CCN=C1SCc1ccc(Cl)cc1
60	i	i	CCn1nc(C)c(CNC(=O)CC2C(=O)NCCN2Cc2ccc(C)o2)c1C (stereo not given)
61	i	i	Brc1ccc(/C=N/Nc2ncnc3c2cnn3Cc2ccccc2)cc1
62	i	i	c1ccc2c(N3CCCCC3)ncnc2c1
63	i	i	Oc1ccc(N=Nc2ccc3c(c2)OCCO3)c(O)c1
64	i	i	O=C(CNS(=O)(=O)c1ccc(F)c(Cl)c1)NCCc1ccccc1
65	i	i	COc1ccc(C(NC(=O)c2ccco2)c2ccc(OC)c(OC)c2)cc1 (stereo not given)
66	i	i	NS(=O)(=O)c1ccc2nc(NC(=O)CS(=O)(=O)c3ccc(F)cc3)sc2c1
67	i	i	Cc1ccc(S(=O)(=O)Nc2ccc3nc(-c4cccn4C)[nH]c3c2)cc1
68	i	i	COc1cccc2cc(-c3cc(=O)oc4ccc(O)cc34)oc12
69	i	i	CCOC(=O)C1CCN(C(c2cc(OC)c(OC)c(OC)c2)c2sc3nc(C)nn3c2O)CC1 (stereo not given)
70	i	i	COc1ccc2oc(C(=O)OCC(=O)Nc3ccc(N4CCOCC4)cc3)c(C)c2c1
71	i	i	CCOC(=O)C(CC)(CC)C(=O)/C=C/c1ccc(Br)cc1
72	i	i	O=C(CCc1ccccc1)Nc1ncc([N+](=O)[O-])s1
73	i	i	Cc1ccc(NC(=S)N2CCN(c3nccc(C(F)(F)F)n3)CC2)c(C)c1
74	i	i	COc1cc(OC)cc(-c2cc(N3C(=O)Nc4ccccc4N3O)n[nH]2)c1
75	i	i	CCc1nc(SCC(=O)c2cc(C)ccc2C)n[nH]1

4 of the compounds above, as labelled records.
67) Cc1ccc(S(=O)(=O)Nc2ccc3nc(-c4cccn4C)[nH]c3c2)cc1
  KCNQ2 inh: i; CHT inh: i

68) COc1cccc2cc(-c3cc(=O)oc4ccc(O)cc34)oc12
  KCNQ2 inh: i; CHT inh: i

69) CCOC(=O)C1CCN(C(c2cc(OC)c(OC)c(OC)c2)c2sc3nc(C)nn3c2O)CC1 (stereo not given)
  KCNQ2 inh: i; CHT inh: i

70) COc1ccc2oc(C(=O)OCC(=O)Nc3ccc(N4CCOCC4)cc3)c(C)c2c1
  KCNQ2 inh: i; CHT inh: i

Reprinted at random: four records from the list.
item	KCNQ2 inh	CHT inh	canonical_smiles
62	i	i	c1ccc2c(N3CCCCC3)ncnc2c1
67	i	i	Cc1ccc(S(=O)(=O)Nc2ccc3nc(-c4cccn4C)[nH]c3c2)cc1
63	i	i	Oc1ccc(N=Nc2ccc3c(c2)OCCO3)c(O)c1
74	i	i	COc1cc(OC)cc(-c2cc(N3C(=O)Nc4ccccc4N3O)n[nH]2)c1

Additional entries
item	KCNQ2 inh	CHT inh	canonical_smiles
76	i	i	Cc1nc2cc(-c3ccccc3)ccc2o1
77	i	i	CCOC(=O)C1CCCN(C(=S)NC2CCCCC2)C1 (stereo not given)
78	i	i	Cc1ccc(NC(=O)C(=O)NCc2ccc(/C=C(/C#N)C(=O)NCc3cccnc3)o2)cc1
79	i	i	COC(=O)c1c(C)oc2ccc(N(C(=O)c3ccncc3)S(=O)(=O)c3ccc4ccccc4c3)cc12
80	i	i	CC(C)CC(NC(=O)CC12CC3CC(CC(C3)C1)C2)C(=O)NC1=NCCS1 (stereo not given)
81	i	i	CC(=O)Nc1ccc(NS(=O)(=O)c2ccc(C)cc2)c([N+](=O)[O-])c1
82	i	i	COc1ccccc1C1=Nn2c(COc3ccccc3)nnc2SC1
83	-6.1*	i	O=C(CO/N=C/c1ccccc1Cl)N1CCCc2ccccc21
84	i	i	Cc1nccn1Cc1ccccc1
85	i	i	c1ccc(-c2noc(CSc3nnnn3-c3ccccc3)n2)cc1
86	i	i	Cc1occc1C(=O)N1CCCC(Nc2ccc(C(C)C)cc2)C1 (stereo not given)
87	i	i	O=c1c(Cl)c(O)c2cccc3c4ccccc4n1c23
88	i	i	O=C(O)CC1(CC(=O)Nc2cccc(C(F)(F)F)c2)CCCC1
89	i	i	C/C(N)=C(/C#N)C(=O)COC(=O)c1cc(-c2ccccc2)nc2ccc(Br)cc12
90	i	i	CN(C)c1ccc(/C(=N\O)C(F)(F)F)cc1
91	i	i	CCc1c(C2(O)CCCCC2)[nH]c2c(C(=O)OC)cc(Cl)cc12
92	i	i	CCOC(=O)c1sc(NC(=O)c2ccc(Cl)s2)cc1C
93	i	i	CCOc1ccccc1CN1CCNC(=O)C1CC(=O)NCCC1=CCCCC1 (stereo not given)
94	i	i	COc1ccc(CNC(=O)CSc2nnc(Cn3nnc4ccccc43)n2C)cc1
95	i	i	O=C(c1cc(-c2cccs2)on1)N1CCOCC1
96	i	i	Cc1ccc(-c2cc(C(=O)Nc3c(C)n(C)n(-c4ccccc4)c3=O)no2)cc1
97	i	i	CCC(=O)c1ccc(OCC(O)CN2CCN(c3ccc(F)cc3)CC2)cc1 (stereo not given)
98	i	i	COc1ccc(CSc2nnc(N)s2)cc1F
99	i	i	Cc1ccc(C(=O)CC2(O)C(=O)N(C)c3ccc(Br)cc32)c(C)c1 (stereo not given)
100	i	i	Cc1ccc(OC(=S)Nc2ccc(F)cc2)cc1
101	i	i	Cc1nnc(SCC(=O)N/N=C/c2ccc(-c3ccc(C)c(Cl)c3)o2)s1
102	i	i	O=C(COc1ccc(Br)cc1)OCCN1CCCCC1
103	i	i	CSc1ccccc1NC(=O)c1ccc(N2CC3CC(C2)c2cccc(=O)n2C3)c(NC(=O)c2ccncc2)c1 (stereo not given)
104	-6.9*	i	COc1cccc(CNC(=O)C2=C(C)C(=O)OC23CCC(C)CC3)c1 (stereo not given)
105	i	i	COc1ccccc1C(=O)Nc1nnc(-c2ccc(F)cc2)s1
106	i	i	O=[N+]([O-])c1cccc(-c2cc3cccc[n+]3cc2-c2cccc([N+](=O)[O-])c2)c1
107	i	i	CCS(=O)(=O)N1CCCC(C(=O)NCc2cccnc2)C1 (stereo not given)
108	i	i	COCCNC(=O)C(c1ccc(C)o1)N(C(=O)c1snc(C(N)=O)c1N)c1ccc(C)c(C)c1 (stereo not given)
109	i	i	CCOc1cc(C(=O)OC(C)C(=O)Nc2ccc(NC(C)=O)cc2)ccc1OCC(=O)N1CCCCC1 (stereo not given)
110	i	i	COc1ccccc1CCc1nnc(CCC(=O)NC(C)Cc2ccsc2)o1 (stereo not given)
111	i	i	O=C(Nc1ccccc1C(=O)Nc1ccc(F)cc1)c1ccco1
112	i	i	CC1CCCCN1S(=O)(=O)c1ccc(N(C(=O)c2cnccn2)C(C(=O)NC2CCCCC2)c2cccs2)cc1 (stereo not given)
113	i	i	Cc1cc(=O)oc(C)c1C(=O)NCC1CCCO1 (stereo not given)
114	i	i	O=C(CSc1nnc(-c2ccc(C(F)(F)F)cn2)s1)c1ccc(Cl)cc1
115	i	i	CC(=O)Cn1nnc2sc3c(c2c1=O)CCC(C(C)(C)C)C3 (stereo not given)
116	i	nt	COc1ccc(NC(=O)C(Cl)=C(Cl)Cl)cn1
117	i	i	CCCC(=O)NC(c1ccccc1Cl)c1ccc2cccnc2c1O (stereo not given)
118	i	i	CCC(C)NC(=O)[C@H]1N2C(=O)c3c(ccc(OC)c3OC)C2SC1(C)C (stereo not given in full)
119	i	i	Cc1ccc2c(c1)N(CC(=O)NC1CCCCCC1)C(=O)c1cccnc1O2
120	nt	i	COC(=O)c1cn(C(=O)c2cccs2)c2ccccc12
121	i	i	O=C(CSc1nc(N2CCOCC2)nc(N2CCOCC2)n1)Nc1cccc(C(F)(F)F)c1
122	i	i	COCCn1c(SCC(=O)Nc2cc(C)on2)nnc1C(C)C
123	i	i	Cc1cccc(Nc2nc(N)nc(CN3CCN(c4ccc(F)cc4)CC3)n2)c1
124	i	i	COCCCNC(=O)Cn1cnc2sc(C)c(S(=O)(=O)N3CC(C)CC(C)C3)c2c1=O (stereo not given)
125	i	i	Cc1ccc(S(=O)(=O)N2CCOCC2)cc1NC(=O)CSc1ccccn1
126	i	i	Cc1cc(C(C)(C)C)ccc1OCCN1CCCC1
127	i	i	Cc1ccsc1CNn1cnnc1SCc1ccc(Cl)cc1

A different layout for 2 compounds above:
Results follow in this order: KCNQ2 inh, CHT inh
39. CCn1c(=N)n(CCOc2ccc(OC)cc2)c2ccccc21
  i, i
113. Cc1cc(=O)oc(C)c1C(=O)NCC1CCCO1 (stereo not given)
  i, i
